# HT1080 viability: cytotoxicity in HT1080 fibrosarcoma cells, cell-based, fluorescence readout (AID 620) | HT1080 viability, fluorescence; higher % means a stronger effect | 87,000 tested, 0.42% active | one-dose cytotoxicity, % at 10 µM; EC50 in µM for titrated hits;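 also: cells exposed to compound overnight then 4 h with Alamar Blue; 0% = vehicle DMSO and 100% = killing control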
# LYP phosphatase: LYP phosphatase inhibitors, primary screen, biochemical, DiFMUP fluorescence, recombinant catalytic domain, 10 µM (AID 606). recombinant LYP catalytic domain, DiFMUP fluorescence; higher % means a stronger effect. inhibition, % at 10 µM, or IC50 in µM where a hit was titrated. 52,000 tested, under 10 active;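 active = IC50 under 40 µM in the dose-response test; inactive = IC50 of 40 µM or more, or never dose-tested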
# Bfl-1 displacement: displacement of Bid BH3 peptide from Bfl-1 – biochemical, fluorescence polarization, FITC-Bid, mouse, primary screen (AID 432); FITC-Bid BH3 peptide fluorescence polarization displacement; higher % means a stronger effect; displacement, % at 20 µM, or IC50 in µM where a hit was titrated; 64,000 tested, 0.02% active; in the data active = a potency from the dose series; inactive = the rest, 99 in 100 with displacement below about 15%; also: strong numbers were not always called active
# KRASV12 cytotoxicity: cytotoxicity in KRAS-transformed pancreatic duct cells, primary screen, cell-based, fluorescence, HTS (AID 431); HPDE-C7K KRASV12 cells, Alamar Blue viability, 48 h; higher % means a stronger effect; cytotoxicity, % at 10 µM; hits with a dose series show EC50 in µM; 63,000 tested, 1.7% active;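 active = compounds whose percent cytotoxicity in the single-dose primary screen, scaled between solvent and toxic-drug controls, exceeds 50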;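 also: 0% = DMSO solvent wells and 100% = doxorubicin-treated wells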
# HPDE-C7 cytotoxicity: HPDE-C7 pancreatic duct cell viability loss – fluorescence, HTS (AID 430); one-dose cytotoxicity, % at 10 µM; EC50 in µM for titrated hits; 63,000 tested, 1.8% active; HPDE-C7 pancreatic duct cells viability, fluorescence; higher % means a stronger effect;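 also: cells exposed to compound for 48 hours before viability readout; 0% = vehicle and 100% = reference cytotoxic drug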
# DPM-DC inhibit: blocks S. pneumoniae diphosphomevalonate decarboxylase. purified DPM-DC, PK/LDH coupled NADH fluorescence. calls only at 10 µM. 65,000 tested, 0.49% active. AID 556;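 active = the 320 compounds with the highest percent inhibition in the single-dose primary screen, excluding strongly autofluorescent ones, cut at about 32% in these data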;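 also: kinetic rate of NADH fluorescence loss reporting ADP formed by the decarboxylase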
# Spn MK inh: blocks S. pneumoniae mevalonate kinase; purified MK, PK/LDH-coupled NADH absorbance 340 nm; inhibition, % at 10 µM; 65,000 tested, 0.48% active; AID 555;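 active = ranked among the strongest by inhibition in the single 10 µM screen, a fixed top-ranked set picked for dose follow-up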; also: no value below 0 was filed
# PMK inhibit: inhibitors of Streptococcus pneumoniae phosphomevalonate kinase. 65,000 tested, 0.49% active. inhibition, % at 10 µM. AID 539. purified PMK, PK/LDH-coupled NADH absorbance 340 nm;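 active = top-ranked compounds by inhibition in the single 10 µM screen, taking a fixed number of the strongest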;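 also: 0% = full reaction with DMSO carrier and 100% = background rate without enzyme reaction; no value below 0 was filed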
# TNAP inhibition: human TNAP enzyme inhibitors, biochemical, luminescent (AID 518) | one-dose inhibition, % at 20 µM; IC50 in µM for titrated hits | purified TNAP enzyme, luminescent substrate readout; higher % means a stronger effect | 64,000 tested, 0.09% active; in the data active = a potency from the dose series; inactive = the rest, 99 in 100 with inhibition below about 22%;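 also: plate controls were vehicle for no effect and reference inhibitor for full effect; many of its hits are not listed in these tables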
# PMK inhibit pilot replicates: recorded beside PMK inhibit, whose call it bears; inhibition, %; measured here: pilot screen replicates
# Spn MK inh pilot replicates: further read-out of Spn MK inh, marked with its call; inhibition, %; measured here: pilot screen replicates
# DPM-DC inhibit pilot screen %: second read-out of DPM-DC inhibit, no call of its own (marks repeat the call); inhibition, %; measured here: pilot screen trials
# Active calls of the source: *; i = inactive; · = not tested or not shown. Rule as the data show it, unless noted: active = cytotoxicity above about 50%; inactive = the rest.
SMILES,HT1080 viability,LYP phosphatase,Bfl-1 displacement,KRASV12 cytotoxicity,HPDE-C7 cytotoxicity,DPM-DC inhibit,Spn MK inh,PMK inhibit,TNAP inhibition,others
COc1cc(C2CC(=O)Nc3ccccc3S2)cc(OC)c1OC (stereo not given),0%,·,·,·,·,i,0,15,·,
CC1Cc2cc(/C(O)=C3/C(=O)C(=O)N(CC4CCCO4)C3c3ccco3)ccc2O1 (stereo not given),2%,5%,0%,-3%,-2%,i,12,6,10%,
CC(=O)N1CCc2cc(S(=O)(=O)NCCC(=O)N3CCN(Cc4ccccc4)CC3)ccc21,-2%,13%,2%,5%,-1%,i,0,10,2%,
CCOC(=O)c1nnc(-c2ccccc2)o1,-3%,·,-6%,-10%,-3%,i,6,14,2%,PMK inhibit pilot replicates=4.5;Spn MK inh pilot replicates=0.0;DPM-DC inhibit pilot screen %=0.0
Cn1nnnc1SCCOc1ccc(C#N)cc1,-2%,·,8%,-27%,-12%,i,0,9,-6%,
CCc1ccccc1-n1c(-c2ccncc2)n[nH]c1=S,·,10%,2%,-4%,-8%,i,16,5,12%,
O=C(NCCN1CCCCC1)c1ccc(=O)oc1,-4%,10%,0%,-11%,-3%,i,9,0,19%,PMK inhibit pilot replicates=2.0;Spn MK inh pilot replicates=0.0;DPM-DC inhibit pilot screen %=8.0
COc1cc(NS(=O)(=O)c2ccc(NC(=O)C3CCCO3)cc2)nc(OC)n1 (stereo not given),5%,6%,-5%,-16%,-18%,i,16,7,7%,
CCNC(=O)NC(=O)C(C)SCc1ccccc1C (stereo not given),-6%,-1%,-2%,-24%,-14%,i,8,8,3%,
CCCN(CCO)Cc1cccc(Cl)c1,-1%,·,-13%,0%,7%,i,41*,0,14%,
CCOCC(=O)Nc1ccc2c(c1)OCCO2,-4%,·,-4%,-12%,-15%,i,0,3,2%,
Cc1c(C(=O)O)oc2c1C(O)CCC2 (stereo not given),7%,14%,8%,1%,7%,i,3,11,13%,
CCN(CC)C(=O)CSc1nnc([C@@H](N)Cc2ccccc2)o1,27%,-6%,-1%,-13%,-8%,i,1,0,-1%,PMK inhibit pilot replicates=1.0;Spn MK inh pilot replicates=0.0;DPM-DC inhibit pilot screen %=0.5
O=C(NCCc1ccccc1)C1CCN(S(=O)(=O)N2CCC3(CC2)OCCO3)CC1,-14%,2%,0%,17%,4%,i,5,8,9%,PMK inhibit pilot replicates=7.5;Spn MK inh pilot replicates=1.5;DPM-DC inhibit pilot screen %=0.0
O=C1CSC(c2ccccn2)N1Cc1cn2ccccc2n1 (stereo not given),3%,10%,4%,-3%,1%,i,0,12,9%,
O=C(Cn1c(=O)oc2cc(S(=O)(=O)N3CCCCCC3)ccc21)NC1CCCCCCC1,7%,5%,-5%,4%,-15%,i,10,12,9%,
Cc1ccc(SC(C)c2nc(-c3ccncc3)no2)cc1 (stereo not given),0%,-15%,-13%,-5%,3%,i,4,3,5%,
COC(=O)C1C(O)=C(C=NC2CCCCC2)C(=O)CC1(C)C (stereo not given),-7%,3%,-6%,-1%,-5%,i,2,9,5%,
Cc1cc(NC(=O)CSc2nc3ccsc3c(=O)n2NC(=O)c2ccccc2)no1,4%,5%,-3%,-2%,-11%,i,2,13,9%,PMK inhibit pilot replicates=0.5;Spn MK inh pilot replicates=0.0;DPM-DC inhibit pilot screen %=0.5
CCOc1ccc(OCC(=O)N2CCOCC2)cc1,5%,3%,1%,-5%,-1%,i,11,0,4%,
CCC(CC)c1nc(NCCC(=O)O)c2ccccc2n1,-5%,2%,-1%,0%,-4%,i,5,6,3%,
COc1ccc(Cc2nnc(NC(=O)c3c(-c4ccccc4)noc3C)s2)cc1,1%,-16%,-1%,6%,13%,i,4,7,8%,
Cc1ccnc(SCCn2c(N3CC(C)CC(C)C3)nc3c2c(=O)n(C)c(=O)n3C)n1 (stereo not given),14%,-2%,-8%,-2%,-4%,i,10,17,4%,
COc1ccccc1N1CCN(c2cc(=O)n(-c3ccccc3Cl)c(=O)[nH]2)CC1,-6%,4%,0%,-2%,-8%,i,9,6,7%,
CC(C)(C)C(=O)CSc1nccc(=O)[nH]1,-3%,10%,-1%,10%,-8%,i,13,1,14%,

# Later entries
SMILES,HT1080 viability,LYP phosphatase,Bfl-1 displacement,KRASV12 cytotoxicity,HPDE-C7 cytotoxicity,DPM-DC inhibit,Spn MK inh,PMK inhibit,TNAP inhibition,others
CC1CCCCN1CCNC(=O)C1CCN(S(=O)(=O)N2CCCCC2)CC1 (stereo not given),-6%,·,-7%,1%,-8%,i,1,18,4%,
CC(C)OC(=O)CCC1(C(=O)O)CCC(=O)NC1 (stereo not given),-3%,·,-5%,-7%,-14%,i,11,25*,6%,
COc1ccc(-n2ncc3c(N4CCC(C(N)=O)CC4)ncnc32)cc1,-7%,-1%,-3%,2%,-5%,i,7,5,1%,
Cc1cccc(N(C)S(=O)(=O)c2ccc3c(c2)CCC(=O)N3)c1,-2%,·,0%,-3%,-13%,i,0,11,4%,
O=C(CNCC1CCCO1)Nc1ccc(N2CCCCCC2)cc1 (stereo not given),-6%,3%,6%,17%,8%,i,4,8,6%,
C/C(=N\O)C(C)/[N+]([O-])=C/c1nc(C)c(C)n1O (stereo not given),3%,12%,0%,-5%,-13%,i,4,2,-15%,PMK inhibit pilot replicates=2.0;Spn MK inh pilot replicates=0.0;DPM-DC inhibit pilot screen %=5.5
CCC(=O)N(Cc1cc2c(C)ccc(C)c2[nH]c1=O)C1CCCCC1,2%,-6%,5%,-9%,-23%,i,7,13,11%,PMK inhibit pilot replicates=3.0;Spn MK inh pilot replicates=0.0;DPM-DC inhibit pilot screen %=7.5
O.O.O.O=S(=O)([O-])OC[C@H]1O[C@@H](O[C@]2(COS(=O)(=O)[O-])O[C@H](OS(=O)(=O)[O-])[C@@H](OS(=O)(=O)[O-])[C@@H]2OS(=O)(=O)[O-])[C@H](OS(=O)(=O)[O-])[C@@H](OS(=O)(=O)[O-])[C@@H]1OS(=O)(=O)[O-].[Al],3%,12%,·,·,·,i,3,1,·,
Cc1ccc(C)c(-n2c(Cc3cc(=O)[nH]c(=O)[nH]3)nnc2SC(C)C)c1,-6%,8%,-2%,-1%,-1%,i,0,2,5%,
CC(=O)Nc1ccc(S(=O)(=O)NC(CC(=O)NCCC2=CCCCC2)C(C)C)cc1 (stereo not given),23%,-1%,-6%,-25%,-24%,i,11,1,0%,
CCCc1nc(-c2cc3ccc(C)cc3[nH]c2=O)no1,0%,8%,0%,6%,0%,·,7,6,16%,
Cc1cccc(N2C(=O)CC(Sc3nc(C)c4c(n3)CCCC4)C2=O)c1 (stereo not given),0%,7%,-7%,11%,2%,i,13,8,17%,PMK inhibit pilot replicates=0.0;Spn MK inh pilot replicates=0.0;DPM-DC inhibit pilot screen %=0.0
O=C(CN(C1CCCCC1)S(=O)(=O)c1ccc(F)cc1)NCCCO,-5%,6%,-3%,-4%,-5%,i,10,8,9%,
O=C(c1coc2ccc(O)cc12)C1CC1,4%,10%,-2%,14%,-4%,i,0,0,0%,
Cc1csc(NC(=O)CCN2C(=O)c3ccccc3S2(=O)=O)n1,5%,9%,1%,2%,-12%,i,1,7,8%,
COC(=O)c1oc2ccc(Br)cc2c1NC(=O)CCN1CCOCC1,-6%,·,-1%,-20%,-7%,i,12,9,0%,
Cc1cc(C)nc(SCc2nnc(SCC(=O)N3CCCc4ccccc43)o2)n1,-8%,11%,-1%,-16%,-2%,i,8,2,-3%,
CCOc1ccc(CCNC(=O)C2CCCN(c3nnc(-n4cccc4)s3)C2)cc1OCC (stereo not given),13%,12%,-14%,-19%,-27%,i,5,14,-9%,
CN(Cc1ccccc1)c1nnc(N)s1,-6%,10%,9%,-2%,-2%,i,6,8,6%,
Fc1ccc2[nH]c3c(N4CCN(C5CCCCC5)CC4)ncnc3c2c1,-5%,0%,8%,23%,11%,·,3,2,16%,
Cc1ccccc1-c1nc(CN2CCC(C(=O)NCC3CCCO3)CC2)c(C)o1 (stereo not given),0%,0%,-6%,4%,3%,i,9,9,0%,
CCN1CCN(c2nc(-c3cccnc3)nc3ccccc23)CC1,-3%,·,2%,-22%,-28%,i,1,12,1%,PMK inhibit pilot replicates=0.0;Spn MK inh pilot replicates=0.0;DPM-DC inhibit pilot screen %=0.0
CC(=O)C(=[N+]=[N-])C(=O)NCc1ccccc1,-1%,·,-10%,-10%,-13%,i,11,9,1%,
O=C1N(Cc2ccccc2)CCCC12CCCN(Cc1ccccc1)C2=O,8%,·,1%,-6%,-8%,i,10,8,8%,
CCn1c(SCC(=O)N2CCOCC2)nnc1-c1cccs1,-7%,6%,0%,-12%,-15%,i,0,22,16%,
CCOC(=O)c1c(NC(=O)c2nc3n(n2)C(C(F)F)CC(C)N3)sc2c1CCCC2 (stereo not given),-7%,14%,4%,2%,2%,·,6,17,9%,

# A draw from above in order of molar mass, largest number first:
SMILES,HT1080 viability,LYP phosphatase,Bfl-1 displacement,KRASV12 cytotoxicity,HPDE-C7 cytotoxicity,DPM-DC inhibit,Spn MK inh,PMK inhibit,TNAP inhibition,others
CC1CCCCN1CCNC(=O)C1CCN(S(=O)(=O)N2CCCCC2)CC1 (stereo not given),-6%,·,-7%,1%,-8%,i,1,18,4%,
CCn1c(SCC(=O)N2CCOCC2)nnc1-c1cccs1,-7%,6%,0%,-12%,-15%,i,0,22,16%,
CC(C)(C)C(=O)CSc1nccc(=O)[nH]1,-3%,10%,-1%,10%,-8%,i,13,1,14%,

# 2 entries picked at random from the list so far:
SMILES,HT1080 viability,LYP phosphatase,Bfl-1 displacement,KRASV12 cytotoxicity,HPDE-C7 cytotoxicity,DPM-DC inhibit,Spn MK inh,PMK inhibit,TNAP inhibition,others
O.O.O.O=S(=O)([O-])OC[C@H]1O[C@@H](O[C@]2(COS(=O)(=O)[O-])O[C@H](OS(=O)(=O)[O-])[C@@H](OS(=O)(=O)[O-])[C@@H]2OS(=O)(=O)[O-])[C@H](OS(=O)(=O)[O-])[C@@H](OS(=O)(=O)[O-])[C@@H]1OS(=O)(=O)[O-].[Al],3%,12%,·,·,·,i,3,1,·,
Cc1cc(NC(=O)CSc2nc3ccsc3c(=O)n2NC(=O)c2ccccc2)no1,4%,5%,-3%,-2%,-11%,i,2,13,9%,PMK inhibit pilot replicates=0.5;Spn MK inh pilot replicates=0.0;DPM-DC inhibit pilot screen %=0.5

# Gathered by group, the compounds so far containing a COOH group.
SMILES,HT1080 viability,LYP phosphatase,Bfl-1 displacement,KRASV12 cytotoxicity,HPDE-C7 cytotoxicity,DPM-DC inhibit,Spn MK inh,PMK inhibit,TNAP inhibition,others
Cc1c(C(=O)O)oc2c1C(O)CCC2 (stereo not given),7%,14%,8%,1%,7%,i,3,11,13%,
CCC(CC)c1nc(NCCC(=O)O)c2ccccc2n1,-5%,2%,-1%,0%,-4%,i,5,6,3%,
CC(C)OC(=O)CCC1(C(=O)O)CCC(=O)NC1 (stereo not given),-3%,·,-5%,-7%,-14%,i,11,25*,6%,

# Screens as filed in PubChem BioAssay.
